High-throughput results from PubChem.
Statin myotox sup – suppression of simvastatin myotoxicity; actives 0.78% (n = 330,000); rescue of ATP level, % at 7.49 µM; C2C12 myotubes + simvastatin, ATP luminescence, 48 h; scaled: DMSO 0, geranylgeraniol control 100; AID 602340;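 active = mean ATP rescue above about 67%, or every replicate alone reaching that limit, limit read from the data, passing the limit was not always enough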;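 note: myotubes were challenged with 10 µM simvastatin during compound exposure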
PglD DTNB – inhibitors of Campylobacter jejuni PglD acetyltransferase; purified PglD enzyme, DTNB colorimetric CoA detection; inhibition, % at 12.5 µM; actives 0.098% (n = 360,000); in the data active = inhibition above about 16%, passing the limit was not always enough; note: strong numbers were not always called active
An asterisk follows results filed as active.

The first 13 entries (preview)
#1 Cc1nnc(N(CCC#N)CCC#N)s1
#2 CCOC(=O)c1ccccc1NC(=O)CSc1nc2ccccc2o1
#3 COc1ccc2c(c1)CC/C(=C/c1ccncc1)C2=O
#4 O=C(COC(=O)c1cn(-c2ccccc2)nc1-c1ccccc1)c1cccc([N+](=O)[O-])c1
#5 CCCCNC(=S)N/N=C1\C(=O)c2cccc3cccc1c23
#6 CCOC(=O)C1CCCN(CC(=O)Nc2c(C(=O)OC)[nH]c3ccc(Br)cc23)C1 (stereo unspecified)
#7 CCCC(c1nnnn1CCC(C)C)N1CCC(C(N)=O)CC1 (stereo unspecified)
#8 Cc1cccc(OCC2=NS(=O)(=O)c3ccccc3N2)c1
#9 Cc1ccc(OCCn2cc(Br)c(=O)[nH]c2=O)cc1
#10 CCOC(=O)c1c(-c2ccccc2)csc1NC(=O)CSc1nnc(C)s1

Assay by compound,1,2,3,4,5,6,7,8,9,10
Statin myotox sup,5,5,-1,12,-10,5,14,9,4,-9
PglD DTNB,4,2,2,-3,-3,-7,-2,6,2,2

#11 CCCCCn1c(=N)c(S(=O)(=O)c2ccc(Cl)cc2)cc2c(=O)n3cccc(C)c3nc21
#12 CCCCc1c(O)nc(SCC(=O)NC(C)(C)C)n(-c2ccccc2C)c1=O
#13 Cc1coc(NC(=O)CSc2nc(-c3ccc(Cl)cc3)cc(C(F)(F)F)c2C#N)n1

Assay by compound,11,12,13
Statin myotox sup,-17,-2,2
PglD DTNB,6,4,-2

Results, previewed entries included:
#1 Cc1nnc(N(CCC#N)CCC#N)s1
#2 CCOC(=O)c1ccccc1NC(=O)CSc1nc2ccccc2o1
#3 COc1ccc2c(c1)CC/C(=C/c1ccncc1)C2=O
#4 O=C(COC(=O)c1cn(-c2ccccc2)nc1-c1ccccc1)c1cccc([N+](=O)[O-])c1
#5 CCCCNC(=S)N/N=C1\C(=O)c2cccc3cccc1c23
#6 CCOC(=O)C1CCCN(CC(=O)Nc2c(C(=O)OC)[nH]c3ccc(Br)cc23)C1 (stereo unspecified)
#7 CCCC(c1nnnn1CCC(C)C)N1CCC(C(N)=O)CC1 (stereo unspecified)
#8 Cc1cccc(OCC2=NS(=O)(=O)c3ccccc3N2)c1

Assay by compound,1,2,3,4,5,6,7,8
Statin myotox sup,5,5,-1,12,-10,5,14,9
PglD DTNB,4,2,2,-3,-3,-7,-2,6

#9 Cc1ccc(OCCn2cc(Br)c(=O)[nH]c2=O)cc1
#10 CCOC(=O)c1c(-c2ccccc2)csc1NC(=O)CSc1nnc(C)s1
#11 CCCCCn1c(=N)c(S(=O)(=O)c2ccc(Cl)cc2)cc2c(=O)n3cccc(C)c3nc21
#12 CCCCc1c(O)nc(SCC(=O)NC(C)(C)C)n(-c2ccccc2C)c1=O
#13 Cc1coc(NC(=O)CSc2nc(-c3ccc(Cl)cc3)cc(C(F)(F)F)c2C#N)n1
#14 CCC(=O)N1CCc2cc(S(=O)(=O)NCCCOC)ccc21
#15 Cc1cnn(CCC(=O)NNC(=S)Nc2ccc(F)cc2)c1
#16 Cc1cc(SCC(=O)c2cccc([N+](=O)[O-])c2)nc(=O)[nH]1

Assay by compound,9,10,11,12,13,14,15,16
Statin myotox sup,4,-9,-17,-2,2,-1,-1,0
PglD DTNB,2,2,6,4,-2,6,-4,0

#17 CC(C)c1ccc(OCC(=O)Nc2cccc3c2CCCC3)cc1
#18 Cc1ccc(CNC(=O)C2CCCN2C(=O)NCc2ccccc2)cc1 (stereo unspecified)
#19 O=C(N/N=C/C1C(c2ccccc2)C1(Cl)Cl)c1cccc(Br)c1 (stereo unspecified)
#20 COc1ccc(-c2nc3ccccc3n2Cc2ccccc2)cc1
#21 Cn1nc(C(=O)NCc2ccccn2)c2ccccc2c1=O
#22 COc1ccc(OC)c(-c2cc(C(=O)Nc3c(C)nn(Cc4ccccc4Cl)c3C)no2)c1
#23 CC1C2C(c3ccccc3)N(C)C(=O)N(C)C2N(C)C(=O)N1C (stereo unspecified)
#24 Cc1cc(-c2nnc(SCC(=O)NC3CCCC3)o2)no1

Assay by compound,17,18,19,20,21,22,23,24
Statin myotox sup,2,6,-3,13,-3,-10,-4,11
PglD DTNB,-7,2,-4,-2,7,6,12,-7

#25 O=C(OCc1ccccc1)c1cccc(-c2nnc(-c3ccccc3)o2)c1
#26 CC(=O)c1cn(CC(=O)Nc2ccc(C)cc2)c2ccccc12
#27 Cc1ccccc1NC(=O)CSc1nnc(-c2ccoc2C)n1CCc1ccccc1
#28 Cc1cc(C)n2nc(C(=O)OCC(=O)Nc3ccc4c(c3)OC(F)(F)O4)nc2n1
#29 CCCCCCC(=O)NCC(=O)OCC(=O)c1ccccc1
#30 Cn1c(SC/C=C/c2ccccc2)nnc1-c1cccs1
#31 CC1Cc2ccccc2N1C(=O)Cn1nnc(-c2ccccc2NC(=O)C2CCC2)n1 (stereo unspecified)
#32 Cc1ccc(S(=O)(=O)c2nc(Nc3ccccc3N3CCOCC3)sc2Cl)cc1

Assay by compound,25,26,27,28,29,30,31,32
Statin myotox sup,-32,-9,-2,-11,-9,-2,-17,-60
PglD DTNB,-3,7,6,-4,3,5,-3,-2

#33 COc1ccc(CCNC(=O)CCNS(=O)(=O)c2cccc3nonc23)cc1OC
#34 O=C1C2CC=C(Cl)CC2C(=O)N1CCc1ccccc1 (stereo unspecified)
#35 COc1ccc(/C=C2/C(=O)N=C(N)N2C)cc1OC
#36 Cc1ccc(OCc2nnc(SCC(=O)N3CCOCC3)n2C)cc1
#37 CSc1ccccc1NC(=O)CN(Cc1ccc(Cl)cc1)S(C)(=O)=O
#38 O=C(NC(=S)Nc1ccc2oc(-c3cccnc3)nc2c1)c1cccc(Cl)c1
#39 COc1ccc(Oc2nnc(-c3ccccc3)cc2C#N)cc1
#40 CCC(C(=O)Nc1ccccc1C(=O)N1CCOCC1)N1C(=O)c2ccccc2C1=O (stereo unspecified)

Assay by compound,33,34,35,36,37,38,39,40
Statin myotox sup,-1,-13,1,5,5,-9,-2,11
PglD DTNB,4,0,5,-2,1,1,1,-2

#41 Cc1cc(NC(NC(=O)c2ccco2)(C(F)(F)F)C(F)(F)F)no1
#42 Cc1c(NC(=O)/C=C/c2cccs2)c(=O)n(-c2ccccc2)n1C
#43 Cc1ccc(CCNc2ccccc2C)cn1
#44 O=C(NCc1ccccc1)c1c(F)c(F)c(F)c(F)c1F
#45 N#Cc1ccc(CSc2nnc(-c3ccccc3)n2Cc2ccco2)cc1
#46 CCCn1c(C(C)NC(=O)c2ccccc2)nc2ccccc21 (stereo unspecified)
#47 Cc1ccc(C)c(NS(=O)(=O)c2cc(C(=O)Nc3ccccc3-c3ccccc3)ccc2C)c1
#48 O=C(CSCc1ccccc1Cl)NN1C(=O)c2ccccc2C1=O

Assay by compound,41,42,43,44,45,46,47,48
Statin myotox sup,-2,-6,1,-8,-5,28,-7,2
PglD DTNB,-5,-1,-7,-3,1,-7,2,0

#49 COc1ccc(CNCC(O)COCc2cccs2)cc1 (stereo unspecified)
#50 O=C(O)C=C1CCN(c2ncc(C(F)(F)F)cc2Cl)CC1
#51 O=C(CSc1ccccn1)c1ccc(F)cc1
#52 O=S(=O)(c1cccc(F)c1)N1CCN(Cc2ccc3c(c2)OCO3)CC1
#53 CCCCn1c(SCC(=O)Nc2ccc(OC)cc2)nc2ccc(N3CCOCC3)cc2c1=O
#54 COc1cccc(CN(C)C(=O)c2cc(-c3ccc(F)cc3)nc3ccccc23)c1
#55 CCCCCN(C(=O)NC(=O)Nc1ccccc1C)S(C)(=O)=O
#56 CN1C(=O)c2ccc(C(=O)NC3CCCCC3)cc2C1=O

Assay by compound,49,50,51,52,53,54,55,56
Statin myotox sup,-5,1,6,1,-7,6,15,10
PglD DTNB,-1,1,-2,-1,1,-2,-1,8

#57 O=C(NNc1cccc(Cl)n1)Nc1ccccc1
#58 Cc1ccc(C2C3=C(CC(C)(C)CC3=O)Nc3[nH]c(=S)[nH]c(=O)c32)cc1 (stereo unspecified)
#59 O=C(NCc1ccc2c(c1)OCO2)c1ccncc1
#60 CCCCCCn1c(NCC)nc2c1c(=O)n(C)c(=O)n2C
#61 CCOC(=O)c1cnn(-c2cc(C)nc3c(-c4ccccc4)c(C)nn23)c1N
#62 CCc1ccc(NC(=O)CSc2nc3ccccc3c(=O)n2CCCC(=O)N2CCCC2)cc1
#63 C(=C\c1ccccc1)/CSc1nnc(-c2cnccn2)n1Cc1ccco1
#64 Cc1nn(-c2ncc(C(F)(F)F)cc2Cl)c(=O)n1-c1ccccc1

Assay by compound,57,58,59,60,61,62,63,64
Statin myotox sup,6,-1,-67,-45,-3,-7,-10,-3
PglD DTNB,-1,-4,4,0,2,0,-1,3

#65 Cc1nc(-c2ccccc2)nc2[nH]c(C(C)C)cc(=O)c12
#66 O=C(Cc1ccccc1)NC1CCN(C(=O)NCc2ccccc2)CC1
#67 CCC(=O)Nc1ccc2c(c1)nc(CCN1CCN(C)CC1)n2C
#68 Cc1ccc(S(=O)(=O)N2CCN(c3nc(C(C)C)c4c(c3C#N)CC(C)(C)OC4)CC2)cc1
#69 CCOC(=O)CN1C(=O)N[C@@H](c2ccccc2)C(C(C)=O)=C1C
#70 Cc1c(C(=O)NCc2ccccn2)oc2ccc(S(=O)(=O)N3CCOCC3)cc12
#71 Cc1cccc(-c2cc3nc(C)cc(NCCCN(C)C)n3n2)c1
#72 CC(=O)Nc1cccc(Cl)c1C(=O)O

Assay by compound,65,66,67,68,69,70,71,72
Statin myotox sup,-8,0,5,0,-6,4,-13,-6
PglD DTNB,0,0,12,-7,2,-8,-2,4

#73 COc1ccc(C(=O)n2cnc(N)n2)cc1
#74 CCCCC(=O)NCc1ccc(F)cc1
#75 O=C(NC12CC3CC(CC(C3)C1)C2)C1CC(=O)N(c2ccccc2)C1 (stereo unspecified)
#76 CCCCCCSC1=C(C#N)C(c2ccc(C)o2)CC(=O)N1 (stereo unspecified)
#77 CCCCCCC(=O)Nc1nnc(CC)s1
#78 CCOC(=O)CN(C(=O)CSc1nnc2c(n1)[nH]c1ccccc12)c1ccccc1
#79 COc1ccccc1NC(=O)C1=C(C)Nc2nnnn2C1c1ccncc1 (stereo unspecified)
#80 CSCC[C@H](NC(=O)OC(C)(C)C)c1nnc(SCC(=O)Nc2ccc(C)cc2C)o1

Assay by compound,73,74,75,76,77,78,79,80
Statin myotox sup,2,3,0,-12,15,6,29,-29
PglD DTNB,-7,-21,-3,2,-2,-6,0,-7

#81 CN1CCN(c2nc(Nc3cccc(C(F)(F)F)c3)nc(N3CCOCC3)n2)CC1
#82 Cc1ccc(N/N=C2/CCCNC2=O)cc1
#83 COc1ccc2c(c1OC)C(=O)N1C(C(=O)O)Cc3c([nH]c4ccccc34)C21 (stereo unspecified)
#84 CSCC[C@H](NC(=O)NCCc1ccc(F)cc1)C(=O)O
#85 CCOC(=O)C1CCCN(CC(=O)NC2CC2)C1 (stereo unspecified)
#86 COc1ccc([N+](=O)[O-])cc1NC1C2CC3CC(C2)CC1C3 (stereo unspecified)
#87 O=C1CC(NCc2cccs2)C(=O)N1c1ccc(Cl)cc1 (stereo unspecified)
#88 Cn1c(CN2CCN(c3cccc(Cl)c3)CC2)nc2ccccc21

Assay by compound,81,82,83,84,85,86,87,88
Statin myotox sup,-14,8,-2,0,-43,4,-4,13
PglD DTNB,4,0,-4,0,-5,3,3,-2

#89 COc1cc(/C=C2/C(=O)ON=C2C)ccc1OCc1ccccc1F
#90 c1ccc(Oc2cccc(OCCCCSc3ncccn3)c2)cc1
#91 COc1cc(OC)cc(C(=O)N2CCC(N3CCCCCC3)CC2)c1
#92 CN(C)C(=O)N1CCC(C(=O)NCc2ccc3c(c2)OCO3)CC1
#93 N#Cc1ccc2ccn(CC(=O)N3CCCc4ccccc43)c2c1
#94 CCc1ccc2nc(SCC(=O)N(CC)CC)c(C#N)cc2c1
#95 CCOC(=O)c1ccc(N2C(=O)C=CC2=O)cc1
#96 Cc1cccc(/C=C/C(=O)c2cc(Br)ccc(=O)c2O)c1

Assay by compound,89,90,91,92,93,94,95,96
Statin myotox sup,33,-5,4,-1,-9,14,-115,0
PglD DTNB,-7,-10,3,-5,-2,-5,-2,4

#97 COc1ccccc1N1CCN(C(c2ccc(C)cc2)c2nnnn2C(C)C)CC1 (stereo unspecified)
#98 Cn1c(=O)c2c(nc(N3CCNCC3)n2Cc2cccc3ccccc23)n(C)c1=O
#99 O=C(CC(NS(=O)(=O)c1ccc(Cl)cc1)c1ccco1)NCc1cccnc1 (stereo unspecified)
#100 CCOC(=O)CN1C(=O)C2Cc3ccccc3CN2C1=S (stereo unspecified)
#101 CC(=O)Nc1c(O)n(C)c2ccccc12

Assay by compound,97,98,99,100,101
Statin myotox sup,6,-4,3,-2,15
PglD DTNB,5,-1,11,-4,5

A portion of the library. The share of hits here may be higher or lower than overall.
